Vif-A3G inh: Vif-A3G binding inhibition | 0.076% of 410,000 active | HeLa A3G-eYFP + Vif (tagged APOBEC3G with the HIV-1 protein that degrades it), YFP fluorescence, overnight | Potency, µM (doses to about 46.1 µM), for inactives: at the highest dose activity, negative = active, actives largely listed as inhibitors | AID 602310;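 also: potency is read from the fitted curve at half-maximal effect; % is scaled to controls: 0 for no effect and ±100 for the full control effect; nearly all actives have a fitted effect of over 60% in size; hits raise eYFP signal because A3G escapes Vif-driven loss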
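HeLa cells stably expressing Vif and C-terminally eYFP-tagged A3G, seeded overnight at 37 deg C, then exposed to compound by pintool overnight at 37 deg C. Rise in yellow fluorescence (Ex 488/Em 500-530, Acumen) marks blocked Vif-driven A3G degradation.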
RXFP1 ag: activates the human relaxin receptor RXFP1 | Q9HBX9 | HEK293T-RXFP1 cAMP TR-FRET, 30 min; response scale: percent of porcine relaxin response, buffer zero | Potency, µM (top dose mostly 57.5 µM), inactives show at the highest dose activation, usual class: activators | 0.3% of 370,000 active | AID 2676; also: potency is read from the fitted curve at half-maximal effect; % is scaled to controls: 0 for no effect and ±100 for the full control effect; nearly all actives have a fitted effect of over 60% in size; many of its hits are not listed in these tables
Target sequence (Q9HBX9 whole entry, looked up): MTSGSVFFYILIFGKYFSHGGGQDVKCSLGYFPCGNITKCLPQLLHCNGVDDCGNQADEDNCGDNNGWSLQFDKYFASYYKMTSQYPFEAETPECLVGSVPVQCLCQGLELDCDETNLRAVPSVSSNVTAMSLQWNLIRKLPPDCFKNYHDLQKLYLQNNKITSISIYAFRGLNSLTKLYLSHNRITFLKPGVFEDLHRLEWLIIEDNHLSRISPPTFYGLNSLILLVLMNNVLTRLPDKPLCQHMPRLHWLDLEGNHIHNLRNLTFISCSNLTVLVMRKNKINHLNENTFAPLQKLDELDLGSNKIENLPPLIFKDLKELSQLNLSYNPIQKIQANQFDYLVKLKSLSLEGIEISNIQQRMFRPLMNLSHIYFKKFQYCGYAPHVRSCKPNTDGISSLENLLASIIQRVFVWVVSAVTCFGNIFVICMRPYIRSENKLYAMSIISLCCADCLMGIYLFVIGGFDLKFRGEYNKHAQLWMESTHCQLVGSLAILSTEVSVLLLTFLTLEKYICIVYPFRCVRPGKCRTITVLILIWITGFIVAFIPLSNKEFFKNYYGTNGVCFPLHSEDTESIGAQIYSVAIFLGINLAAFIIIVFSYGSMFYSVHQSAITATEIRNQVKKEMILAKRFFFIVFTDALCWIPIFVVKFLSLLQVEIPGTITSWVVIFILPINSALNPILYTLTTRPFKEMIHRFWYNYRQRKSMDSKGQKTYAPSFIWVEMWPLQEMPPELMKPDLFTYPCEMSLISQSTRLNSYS
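cAMP rise read by TR-FRET after 30 min, 37C compound exposure (up to 58 uM) in RXFP1-transfected HEK293 cells with Ro 20174 present. EC50 from Hill-equation fits, with 29 nM porcine relaxin as 100% and buffer as basal.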
D1 antagonist: antagonists of human D1 dopamine receptor. P21728. HEK293 TREx D1 cells, calcium flux, dopamine EC80; hits give low values. activity change, negative = inhibition, % at 10 µM. 3.2% of 360,000 active. AID 504652; in the data active = activity change below about -30%; also: % is scaled to controls: 0 for no effect and ±100 for the full control effect
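Allosteric or orthosteric antagonism assessed as attenuation of the calcium response to EC80 dopamine, added 180 s after compound, in induced HEK293 Trex D1 cells loaded with no-wash calcium dye.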
D1 ag: activates the human D1 dopamine receptor. P21728. HEK293 T-REx D1 cells, calcium flux, agonist mode. activation, % at 2 µM. 1% of 360,000 active. AID 504660; in the data active = activation above about 30%; also: 0% is about no effect
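Agonism was scored from calcium flux recorded over 180 s (1 read/s) after pintool compound addition, following a 10-cycle baseline. Cells were inducible force-coupled HEK293 TREx D1, plated overnight at 30 C and loaded with no-wash calcium dye.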
D1 potentiator: potentiators of human D1 dopamine receptor | P21728 | HEK293 TREx D1 cells, calcium flux, dopamine EC20 potentiation | potentiation, % at 10 µM | 0.036% of 360,000 active; in the data active = potentiation above about 30%; also: 0% is about no effect
D2 PAM: D2 dopamine receptor (human) potentiation | P14416 | potentiation, % at 10 µM | 0.34% of 340,000 active | AID 485347 | HEK293 T-REx D2, calcium flux, EC20 dopamine potentiation;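 active = potentiation over 3 SD above the plate norm, cut at about 30% in these data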; also: 0% is about no effect
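Using a no-wash calcium dye in inducible, force-coupled HEK293 Trex cells expressing D2, we tracked fluorescence each second for 180 s after compound, then for 180 s after EC20 dopamine to detect augmented signalling.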
RXFP1 antag: antagonists of human relaxin receptor RXFP1. Q9HBX9. HEK293-RXFP1, relaxin-stimulated cAMP HTRF, 30 min; hits give low values. activity change, negative = inhibition, % at 57.5 µM. 0.59% of 350,000 active;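 active = activity change of -60% or lower, but not beyond a set lower limit; inconclusive = change between -60% and -40%, or beyond the set limit; inactive = change above -40%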; also: % is scaled to controls: 0 for no effect and ±100 for the full control effect
Vif-A3F inh: blocks the Vif interaction with APOBEC3F; HeLa A3F-eYFP + Vif (tagged APOBEC3F with the HIV-1 protein that degrades it), YFP fluorescence increase; 0.2% of 390,000 active; Potency, µM (titrated, usually from 46.1 µM), for the others: at the top dose activity, negative = active; also: potency is read from the fitted curve at half-maximal effect; % of control where 0% means no effect; nearly all actives have a fitted effect of over 65% in size
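Fluorescence increase (Ex 488/Em 500-530) after overnight compound treatment at 37 deg C flags inhibition of Vif-driven A3F-eYFP loss in stable HeLa A3F-eYFP/Vif cells seeded overnight beforehand.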
GRP78 ERSR act: ER stress response induction in glioma. U87-MG GRP78 promoter luciferase reporter, 16 h. 0.02% of 420,000 active. AID 602332. Potency, µM, for the others: top-dose activation, most hits filed as activators; also: potency is read from the fitted curve at half-maximal effect; series mostly up to about 76 µM; % of control where 0% means no effect; nearly all actives have a fitted effect of over 35% in size
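ERSR induction read as luciferase luminescence (Bright-Glo, 10 min at room temperature) in stably transfected human U87-MG glioma cells exposed to compounds for 16 h, using GRP78 as sensor.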
The depositor's hits bear a star; & = joins results of further samples. Unless noted, calls follow the shape of the dose curve; as a rule, active = well fitted curve in the direction sought with a large enough effect; inconclusive = small, poorly fitted or top-dose-only effect, or another doubt; inactive = no such curve, though single readings can be large; an effect the other way counts as inactive or inconclusive.

What do the screens show for `CC(C)c1nc(C#N)c(NN)o1`?
Vif-A3G inh: 0.9%; RXFP1 ag: 2.3%; D1 antagonist: 5.1; D1 ag: 2.1; D1 potentiator: -1.1; D2 PAM: 0.8; RXFP1 antag: 0.4; Vif-A3F inh: 4.5%; GRP78 ERSR act: 3.6%

What do the screens show for `CCOc1ccc2nc(N3CCCC(C(=O)NCc4ccc(C)cc4)C3)sc2c1` (stereo not given)?
Vif-A3G inh: -0.9%; RXFP1 ag: 0.0%; D1 antagonist: 17.4; D1 ag: -1.2; D1 potentiator: -3.5; D2 PAM: -0.8; RXFP1 antag: -19.5; Vif-A3F inh: 1.8%; GRP78 ERSR act: 0.3%

Results for CCOC(=O)CSc1ncnc2c1cnn2-c1ccc(C)cc1 ?
Vif-A3G inh: -2.4%; RXFP1 ag: 6.1%; D1 antagonist: -13.8; D1 ag: 5.2; D1 potentiator: -6.2; D2 PAM: -0.5; RXFP1 antag: -15.4; Vif-A3F inh: -0.8%; GRP78 ERSR act: -6.7%

What do the screens show for `O=C1CN(C(=O)COc2ccc(Cl)cc2)C(c2ccc(F)cc2)c2cc(Br)ccc2N1` (stereo not given)?
Vif-A3G inh: -11.3%; RXFP1 ag: 0.2%; D1 antagonist: 11.8; D1 ag: 8.7; D1 potentiator: 0.8; D2 PAM: 24.4; RXFP1 antag: -37.9; Vif-A3F inh: -14.0%; GRP78 ERSR act: -4.3%

What do the screens show for `COc1ccc(NC(=O)CNC(=O)Cn2cnc3sc(C)c(C)c3c2=O)cc1OC`?
Vif-A3G inh: 1.3%; RXFP1 ag: 21.1%; D1 antagonist: 0.4; D1 ag: 0.8; D1 potentiator: 0.3; D2 PAM: -3.7; RXFP1 antag: -16.5; Vif-A3F inh: 1.0%; GRP78 ERSR act: -6.9%

What do the screens show for `Cc1ccc(N2C(=O)CC(SCC(=O)Nc3ccc(S(N)(=O)=O)cc3)C2=O)cc1` (stereo not given)?
Vif-A3G inh: 0.2%; RXFP1 ag: -0.9%; D1 antagonist: 2.0; D1 ag: 0.8; D1 potentiator: 6.6; D2 PAM: 12.6; RXFP1 antag: -3.5; Vif-A3F inh: -22.3%; GRP78 ERSR act: -3.3%

What do the screens show for `COCCN(C(=S)Nc1ccc(C)cc1C)C(C)c1ccco1` (stereo not given)?
Vif-A3G inh: -0.9%; RXFP1 ag: 2.0%; D1 antagonist: -7.5; D1 ag: 3.8; D1 potentiator: -7.8; D2 PAM: 8.5; RXFP1 antag: -17.7; Vif-A3F inh: 11.3%; GRP78 ERSR act: -4.0%

Results for O=C(Cn1ccn(-c2ccc(F)c(F)c2)c(=O)c1=O)Nc1ccccc1F ?
Vif-A3G inh: 3.1%; RXFP1 ag: 12.5%; D1 antagonist: 4.8; D1 ag: 2.2; D1 potentiator: -4.2; D2 PAM: -8.1; RXFP1 antag: 10.2; Vif-A3F inh: 4.1%; GRP78 ERSR act: 1.6%

Results for N#CC1(NC(=O)CSc2ccccn2)CCCCC1 ?
Vif-A3G inh: -0.7%; RXFP1 ag: -0.3%; D1 antagonist: -19.4; D1 ag: 3.5; D1 potentiator: 9.3; D2 PAM: -7.1; RXFP1 antag: -1.4; Vif-A3F inh: -7.2%; GRP78 ERSR act: -1.1%

Results for C[C@H](N)c1nnc(SCc2ccc(Cl)cc2Cl)o1 ?
Vif-A3G inh: -0.5%; RXFP1 ag: 0.4%; D1 antagonist: 4.3; D1 ag: 0.5; D1 potentiator: -2.5; D2 PAM: 5.4; RXFP1 antag: 6.6; Vif-A3F inh: -18.8%; GRP78 ERSR act: -1.3%

2 compounds picked at random from those above:
What do the screens show for `COc1ccc(NC(=O)CNC(=O)Cn2cnc3sc(C)c(C)c3c2=O)cc1OC`?
Vif-A3G inh: 1.3%; RXFP1 ag: 21.1%; D1 antagonist: 0.4; D1 ag: 0.8; D1 potentiator: 0.3; D2 PAM: -3.7; RXFP1 antag: -16.5; Vif-A3F inh: 1.0%; GRP78 ERSR act: -6.9%

Results for N#CC1(NC(=O)CSc2ccccn2)CCCCC1 ?
Vif-A3G inh: -0.7%; RXFP1 ag: -0.3%; D1 antagonist: -19.4; D1 ag: 3.5; D1 potentiator: 9.3; D2 PAM: -7.1; RXFP1 antag: -1.4; Vif-A3F inh: -7.2%; GRP78 ERSR act: -1.1%

Later entries:
Results for COc1ccc(-c2ccc(C#N)c(SCC(=O)Nc3sc4c(c3C#N)CCC4)n2)cc1 ?
Vif-A3G inh: -5.5%; RXFP1 ag: 0.7%; D1 antagonist: -2.5; D1 ag: 6.7; D1 potentiator: -5.0; D2 PAM: 17.9; RXFP1 antag: 3.9; Vif-A3F inh: -2.4%; GRP78 ERSR act: -0.5%

How did C/C(=N/NS(=O)(=O)c1ccc(C)cc1)c1ccc(NC(=O)C(F)(F)F)cc1 do in these assays?
Vif-A3G inh: 4.4%; RXFP1 ag: 1.4%; D1 antagonist: 4.9; D1 ag: 3.4; D1 potentiator: -15.2; D2 PAM: 1.1; RXFP1 antag: -5.7; Vif-A3F inh: -5.7%; GRP78 ERSR act: -2.2%

Results for Cc1cc(C)n2nc(C(=O)Nc3cc(S(=O)(=O)N4CCCCC4)ccc3C)nc2n1 ?
Vif-A3G inh: 1.4%; RXFP1 antag: 5.2; Vif-A3F inh: 1.5%; GRP78 ERSR act: -1.1%

How did O=C(CCC(=O)c1ccccc1)NCCOc1ccccc1 do in these assays?
Vif-A3G inh: 0.1%; RXFP1 ag: 2.4%; D1 antagonist: 0.3; D1 ag: 2.6; D1 potentiator: 1.6; D2 PAM: -1.6; RXFP1 antag: -14.3; Vif-A3F inh: 19.5%; GRP78 ERSR act: -2.9%

How did COc1ccc(-c2cc(=O)c3c(O)c(OC)c(OC)c(OC)c3o2)cc1 do in these assays?
Vif-A3G inh: -20.7%; RXFP1 antag: -7.0; Vif-A3F inh: -28.4%; GRP78 ERSR act: -0.2%&-2.5%

How did CCOC(=O)Nc1ccc2c(c1)N(C(=O)CN1CCN3CCCC3C1)c1ccccc1CC2 (stereo not given) do in these assays?
Vif-A3G inh: 0.1%; RXFP1 ag: 1.4%; D1 antagonist: 4.7; D1 ag: -0.3; D1 potentiator: 1.8; D2 PAM: -0.9; RXFP1 antag: 4.6; Vif-A3F inh: -0.6%; GRP78 ERSR act: -1.8%

What do the screens show for `CS(=O)(=O)c1ccc(N)c(SSc2cc(S(C)(=O)=O)ccc2N)c1`?
Vif-A3G inh: -5.0%; RXFP1 ag: 2.0%; D1 antagonist: -7.6; D1 ag: 3.3; D1 potentiator: -1.6; D2 PAM: -6.3; Vif-A3F inh: -15.6%; GRP78 ERSR act: 1.7%

How did CCC(C)(C)NC(=O)C(c1ccc(C)cc1)N(CC1CCCO1)C(=O)c1csnn1 (stereo not given) do in these assays?
Vif-A3G inh: 0.6%; RXFP1 ag: 4.1%; D1 antagonist: -0.9; D1 ag: -0.3; D1 potentiator: -4.7; D2 PAM: 8.4; RXFP1 antag: -22.9; Vif-A3F inh: -8.4%; GRP78 ERSR act: 0.8%

Results for CC(C(=O)NCc1cccnc1)c1ccc([N+](=O)[O-])cc1 (stereo not given) ?
Vif-A3G inh: 1.0%; RXFP1 ag: 3.4%; D1 antagonist: 1.9; D1 ag: 3.8; D1 potentiator: -4.2; D2 PAM: 0.1; RXFP1 antag: -12.1; Vif-A3F inh: -14.5%; GRP78 ERSR act: -2.4%

Results for O=C(COC(=O)/C=C/c1ccco1)NCCc1ccccc1 ?
Vif-A3G inh: 1.0%; RXFP1 ag: 1.1%; D1 antagonist: -16.7; D1 ag: 1.0; D1 potentiator: -6.4; D2 PAM: 1.9; RXFP1 antag: -11.5; Vif-A3F inh: -0.7%; GRP78 ERSR act: -0.8%

Results for Cc1nn2c3cc(N4CCOCC4)ccc3nc2c2ccccc12 ?
Vif-A3G inh: 0.0%; RXFP1 antag: -2.2; Vif-A3F inh: inconclusive; GRP78 ERSR act: 2.3%

What do the screens show for `O=C1CCN(Cc2ccc(Br)cc2)CCN1CCO`?
Vif-A3G inh: 1.2%; RXFP1 ag: -0.4%; D1 antagonist: -6.0; D1 ag: 0.9; D1 potentiator: -8.2; D2 PAM: 4.4; Vif-A3F inh: -0.1%; GRP78 ERSR act: -2.9%

What do the screens show for `CSc1ccc(C(=S)N2CCN(Cc3ccccc3)CC2)cc1`?
Vif-A3G inh: -1.4%; RXFP1 ag: -1.3%; D1 antagonist: -13.7; D1 ag: 2.6; D1 potentiator: -4.9; D2 PAM: -7.8; RXFP1 antag: -14.0; Vif-A3F inh: -5.3%; GRP78 ERSR act: -0.6%

How did Cc1cc(NC(=O)Cn2c(=O)nc(-c3ccccc3F)c3cc(Cl)ccc32)ccc1Br do in these assays?
Vif-A3G inh: 3.7%; RXFP1 ag: -2.2%; D1 antagonist: 33.2; D1 ag: 4.4; D1 potentiator: 1.6; D2 PAM: 23.6; Vif-A3F inh: -2.8%; GRP78 ERSR act: -1.9%

How did CCCCc1ccc(-c2csc(/C(C#N)=C\c3ccco3)n2)cc1 do in these assays?
Vif-A3G inh: -0.5%; RXFP1 ag: -2.5%; D1 antagonist: -8.4; D1 ag: 20.6; D1 potentiator: 2.6; D2 PAM: -2.0; RXFP1 antag: 7.3; Vif-A3F inh: -24.6%; GRP78 ERSR act: 2.2%

How did COc1ccc(-c2nnc(CSc3nc4ccccc4c(=O)n3CC(C)C)o2)cc1OC do in these assays?
Vif-A3G inh: 2.3%; RXFP1 ag: 6.3%; D1 antagonist: -27.3; D1 ag: 4.2; D1 potentiator: -5.2; D2 PAM: -3.8; RXFP1 antag: -11.9; Vif-A3F inh: -5.5%; GRP78 ERSR act: -3.3%

How did Cc1nn(Cc2ccc(Cl)cc2Cl)c(C)c1NC(=O)NC12CC3CC(CC(C3)C1)C2 do in these assays?
Vif-A3G inh: 2.8%; RXFP1 ag: -2.6%; D1 ag: 3.4; D1 potentiator: 1.9; D2 PAM: 7.5; RXFP1 antag: -14.8; Vif-A3F inh: -4.1%; GRP78 ERSR act: -4.6%

How did c1ccc(-c2noc(-c3cccnc3)n2)nc1 do in these assays?
Vif-A3G inh: -10.4%; RXFP1 ag: -0.4%; D1 antagonist: 2.7; D1 ag: 2.9; D1 potentiator: 0.8; RXFP1 antag: -6.3; GRP78 ERSR act: -12.3%

Source: PubChem BioAssay (National Center for Advancing Translational Sciences (NCATS))

Only part of the results is shown; the hit share may differ from the screen's.
